Assay outcomes deposited in PubChem by National Center for Advancing Translational Sciences (NCATS).
GCN5L2 inh: blocks human GCN5L2 histone acetyltransferase. GCN5L2 HAT assay, ThioGlo1 CoA-SH fluorescence. Potency, µM (highest dose often 58.9 µM), for inactives: at the top dose activity change, negative = inhibition, most hits filed as inhibitors. 390,000 tested, 0.21% active
Target sequence (Q92830 whole entry, looked up): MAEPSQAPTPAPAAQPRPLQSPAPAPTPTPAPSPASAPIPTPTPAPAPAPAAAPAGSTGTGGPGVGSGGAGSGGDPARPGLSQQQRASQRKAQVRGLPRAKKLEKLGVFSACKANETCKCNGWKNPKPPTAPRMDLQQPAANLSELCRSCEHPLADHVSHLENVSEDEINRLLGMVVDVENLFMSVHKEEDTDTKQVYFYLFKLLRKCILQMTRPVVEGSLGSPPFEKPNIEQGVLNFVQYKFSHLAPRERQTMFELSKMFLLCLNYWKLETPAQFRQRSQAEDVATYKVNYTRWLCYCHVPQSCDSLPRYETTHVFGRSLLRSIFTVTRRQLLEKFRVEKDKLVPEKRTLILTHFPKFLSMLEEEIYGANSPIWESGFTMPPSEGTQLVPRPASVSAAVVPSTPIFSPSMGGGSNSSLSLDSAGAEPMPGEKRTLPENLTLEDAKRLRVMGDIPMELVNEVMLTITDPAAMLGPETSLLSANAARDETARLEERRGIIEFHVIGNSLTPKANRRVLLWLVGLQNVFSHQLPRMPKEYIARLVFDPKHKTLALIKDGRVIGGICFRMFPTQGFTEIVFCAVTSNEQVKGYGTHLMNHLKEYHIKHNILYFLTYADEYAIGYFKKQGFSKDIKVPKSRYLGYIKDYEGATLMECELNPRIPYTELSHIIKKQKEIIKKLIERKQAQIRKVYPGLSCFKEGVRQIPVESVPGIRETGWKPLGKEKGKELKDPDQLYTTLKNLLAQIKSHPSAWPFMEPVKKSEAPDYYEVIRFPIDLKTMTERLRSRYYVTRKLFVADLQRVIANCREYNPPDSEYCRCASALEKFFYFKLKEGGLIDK
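GCN5L2 (20 nM) in 50mM HEPES pH 7.5, 0.1mM EDTA, 0.01% Tween-20 preincubated 15 min with compounds at room temperature. Reaction started with H3(1-25) 75uM, acetyl-CoA 70uM, ThioGlo1 50uM; CoA-thiol fluorescence (Ex340/Em540) read at 0 and 20 min.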
DT40 TDP1 no CPT: qHTS for Inhibitors of human tyrosyl-DNA phosphodiesterase 1 (TDP1): qHTS in cells in absence of CPT. DT40 Tdp1-/- hTDP1 cells, no CPT, ATP luminescence, 48 h. Potency, µM (doses to about 46.2 µM), for inactives: at the highest dose activity change, negative = growth inhibition, usual class: inhibitors. 420,000 tested, 15% active. AID 686978, 2013; further: nearly all actives have a fitted effect of over 55% in size
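A cellular qHTS used chicken DT40 cells lacking endogenous Tdp1 but carrying stably transfected human TDP1. Compounds were applied without camptothecin, and cell growth kinetics were judged by ATP-dependent luminescence after ≥48 hr.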
TDP1 cell CPT: growth inhibition of DT40 Tdp1-/-;hTDP1 cells with camptothecin (screen for TDP1 inhibitors); chicken DT40 Tdp1-/-;hTDP1 cells + 20 nM CPT, ATP luminescence, 48 h; Potency, µM (titrated, usually from 46.2 µM), inactives show at the highest dose activity change, negative = growth inhibition, hits mostly inhibitors; 420,000 tested, 12% active; further: nearly all actives have a fitted effect of over 55% in size
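Chicken DT40 Tdp1-/- cells stably complemented with human TDP1 were seeded at 400 cells/well in medium containing 20 nM camptothecin, exposed to pin-transferred compounds, and grown at 37 °C for at least 48 hr. Viability was read as ATP luminescence.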
The depositor's hits bear a star; u = inconclusive; x = not tested or not shown. The call rests on the fitted dose curve; in most records, active means well fitted curve in the direction sought with a large enough effect; inconclusive means small, poorly fitted or top-dose-only effect, or another doubt; inactive means no such curve, though single readings can be large; an effect the other way counts as inactive or inconclusive. On the % scale 0 is the no-effect control and ±100 the full control effect; potency means the concentration at half of the fitted maximal effect.

Values run as follows: GCN5L2 inh, DT40 TDP1 no CPT, TDP1 cell CPT
COc1ccc(/C(C)=N/NC(=O)CNC(=O)COc2ccccc2)c(OC)c1
    -5%, 2%, -4%
CCN1C(=NCC(C)C)N[C@@H](c2cccc(C(F)(F)F)c2)C(C(=O)OC)=C1C
    u, 21µM*, u
Cc1cccc(CN2CCN(C3CN(Cc4cn(Cc5cccc(C(F)(F)F)c5)nn4)S(=O)(=O)C3)CC2)c1 (configuration not stated)
    x, 21µM*, u
O=C(O)CCCN1C(=O)/C(=C/c2ccc(-c3nc4ccccc4s3)o2)SC1=S
    -16%, u, u
CN(C(=S)Nc1ccc(SC(F)F)cc1)c1ccc(O)cc1
    -7%, u, u
COc1ccc(-c2nnc(SCC(=O)Nc3cc(S(=O)(=O)N4CCCCC4)ccc3Cl)n2N)cc1
    -4%, u, u
c1ccc2c(c1)-c1nc3ccccc3cc1C2N1CCOCC1 (configuration not stated)
    x, u, u
O=C(CC(=O)c1ccccc1)c1ccccc1
    -10%, u, u
CN1c2ccccc2SC2C(c3ccccc3)=NOC21 (configuration not stated)
    x, -14%, -3%
CCCS(=O)(=O)N1CCC(C(=O)NCC2CCCO2)CC1 (configuration not stated)
    -1%, -1%, -1%
c1ccc(C2C3=C(CCCC3)Nc3ncnn32)cc1 (configuration not stated)
    1%, -4%, 1%
O=C(CSc1nncn1-c1cccnc1)N1CCOCC1
    -10%, -3%, 18%
COc1cccc(CNS(=O)(=O)c2cc(-c3cc(C)no3)ccc2C(C)C)c1
    -12%, u, 21µM*
O=C1CCC(c2ccccc2)N1C(=O)c1cccnc1 (configuration not stated)
    1%, -4%, -1%
CC1(C(=O)NS(=O)(=O)C2CC2)CCN(C(=O)c2ccc3ccccc3n2)C1 (configuration not stated)
    x, 7%, -7%
O=C(c1cc(Br)ccc1O)N1CCN(S(=O)(=O)Cc2ccccc2)CC1
    1%, 12µM*, u
Clc1ccc(-c2nnc3cccc(Cl)n23)c(Cl)c1
    -3%, u, -4%
COc1ccc(NC(=O)c2c(Cl)cnn2C)c(C)c1
    -3%, 24%, -3%
CC(Nc1ccc(Cl)cc1)c1cc(Cl)ccc1O (configuration not stated)
    -8%, 18µM*, u
O=C(c1cc2c(=O)n3ccccc3nc2s1)N1CCN(Cc2ccc3c(c2)OCO3)CC1
    -12%, -4%, 1%
CCc1ccc(NC(=O)CSc2ccc(-c3ccco3)nn2)cc1
    -5%, u, u
Cc1c(OCC(=O)N(C)C)ccc2c(-c3ccccc3)cc(=O)oc12
    -3%, u, -26%
O=C(Nc1nccs1)C1CCCN(S(=O)(=O)c2cccnc2)C1 (configuration not stated)
    -2%, -10%, u
O=C(Nc1cnccn1)C1c2ccccc2Oc2ccccc21
    -19%, -1%, -7%
CCOC(=O)c1sc(NC(=O)CSc2nc(-c3ccco3)cc(C(F)(F)F)n2)c(C(=O)OC)c1C
    -3%, -12%, -23%
O=C(O)c1ccccc1-c1ccccc1C(=O)Nc1ccc2c(c1)[nH]c(=O)c1ccccc12
    -13%, 0%, u
CCOC(=O)N[C@H](Cc1c[nH]c2ccccc12)C(=O)Nc1cccc(Cl)c1
    2%, u, u
Cc1ccc(S(=O)(=O)NCC(=O)OCC(=O)Nc2cccc(S(=O)(=O)NC3=NCCCCC3)c2)cc1C
    1%, 5%, 0%
Cc1c(/C=N/NC(=O)c2ccccc2O)c2ccccn2c1C(=O)c1ccc(F)cc1
    -10%, 23µM*, u
CCOc1ccc(C(=O)Nc2cc(-c3nc4ccccc4o3)ccc2C)cc1Cl
    2%, -6%, -12%

Values run as follows: GCN5L2 inh, DT40 TDP1 no CPT, TDP1 cell CPT
O=c1[nH]c2ccc(S(=O)(=O)Nc3ccc(Cl)cc3)cc2[nH]1
    -3%, u, -13%
Cc1ccsc1-c1nc(-c2ccccc2)c(-c2ccccc2)[nH]1
    15%, u, u
CCN(CC)S(=O)(=O)c1ccc2c(c1)nc(CCC(=O)OCC(=O)N1CCc3ccccc31)n2C
    -2%, -24%, -8%
COc1cccc(/C=C/C(=O)OCC(=O)NCC2CCCO2)c1 (configuration not stated)
    -4%, -21%, 9%
COc1ccc([C@H]2CC(=O)C=C(c3ccc(Cl)cc3C)C2)cc1
    -5%, u, u
CC1CC1C(=O)OCC(=O)NCc1ccccc1Cl (configuration not stated)
    -7%, -19%, 4%
O=C(Cc1ccccc1)N/N=C/c1ccc2cccc(O)c2n1
    -9%, 2.6µM*, 2.1µM*
O=C1c2ccccc2C(=O)N1CCC(c1ccc(F)cc1)c1ccco1 (configuration not stated)
    -19%, u, u
CC1CCN(C(=O)C2CCN(c3ncnc4c3nc3n4CCCCC3)CC2)CC1
    -17%, 23µM*, u
COCCCN(C(=O)Cc1ccc(Cl)c(Cl)c1)c1c(N)n(Cc2ccccc2)c(=O)[nH]c1=O
    23%, 3%, -7%
CCCN1CCN(CCCNC(=O)Cn2c(-c3cccs3)cc3ccccc32)CC1
    -6%, u, u
COc1ccccc1N(C)S(=O)(=O)c1ccc(C(=O)Nc2cccc(S(=O)(=O)N3CCOCC3)c2)cc1
    x, 10µM*, u
CCOc1ccc(Oc2c(/C=N/NC(=O)COc3ccccc3OC)c(C)nn2-c2ccccc2)cc1
    -10%, u, u
O=C(COc1ccc(Br)cc1CO)Nc1ccc(S(=O)(=O)N2CCCC2)cc1
    -7%, u, u
c1ccc(CC[C@@H]2CC[C@@H](CCc3ccccc3)N2)cc1
    u, 18µM*, 12µM*
COc1ccc(-c2nnc3ccc(SCc4ccccc4)nn23)cc1
    0%, u, u
N#Cc1ccc(OCC(=O)Nc2ccc(N3CCCC3)cc2)cc1
    -10%, 12µM*, u
CCC1CCCCN1CC(=O)N1CCCc2c1c(=O)oc1ccc(OCc3ccccc3)cc21 (configuration not stated)
    -14%, 10µM*, 15µM*
CC#CCCc1nc2ccccc2c(=O)n1N
    6%, -7%, -20%
O=C(CSc1nnc(COc2cccc3ccccc23)o1)N1CCN(C(=O)c2ccco2)CC1
    3%, -6%, -1%
CC(C)(C)S(=O)N1Cc2cc(C(=O)NCCCN3CCOCC3)nc(-c3cccc(-c4cc5ccccc5o4)c3)c2[C@@H]1CCO (some centres not stated)
    x, 18µM*, 13µM*
CCN(Cc1ccccc1)C(c1ccc(Cl)cc1)c1nnnn1C(C)(C)C (configuration not stated)
    2%, u, 26µM*
CCCCn1c(N)c(N(CC(C)C)C(=O)c2ccc(Br)s2)c(=O)[nH]c1=O
    -4%, -7%, -25%
Cc1nc(-c2ccc(Cl)cc2)sc1C(=O)NNC(=O)C(C)C
    -1%, -26%, -1%
Cc1ccccc1CCNC(=O)c1ccc2c(c1)nc1n2CCOC1
    -9%, -23%, -9%
COc1cc(CC(=O)OCC(=O)c2ccc(F)cc2)cc(OC)c1OC
    -1%, 9%, 4%
CCCCN(C)Cc1c(C)[nH]c2ccc(C)cc2c1=O
    1%, 9%, -10%
CSc1ccc(C2NC(=O)c3ccccc3N2)cc1 (configuration not stated)
    x, 16µM*, 10µM*
COc1ccc(C2C(C(=O)N3CCOCC3)=C(C)NC3=C2C(=O)CC(C)(C)C3)cc1O (configuration not stated)
    1%, -13%, 1%
COC(=O)C1CCN(C(=O)Cc2ccccc2OC)CC1
    -9%, -6%, -3%

Part of the list above in another layout:
| structure | GCN5L2 inh | DT40 TDP1 no CPT | TDP1 cell CPT |
| --- | --- | --- | --- |
| COCCCN(C(=O)Cc1ccc(Cl)c(Cl)c1)c1c(N)n(Cc2ccccc2)c(=O)[nH]c1=O | 23% | 3% | -7% |
| CCCN1CCN(CCCNC(=O)Cn2c(-c3cccs3)cc3ccccc32)CC1 | -6% | u | u |

(further entries)
Values run as follows: GCN5L2 inh, DT40 TDP1 no CPT, TDP1 cell CPT
CC(C)CN(CC(C)C)C(=O)CS(=O)(=O)Cc1ccccc1
    -5%, -20%, -22%
COc1ccc(-c2oc(NC(=O)CCl)c(C#N)c2-c2ccc(OC)cc2)cc1
    0%, 5.2µM*, 6.5µM*
COc1cc(NC(=S)N2CCOCC2)c(OC)cc1Cl
    -2%, -7%, -3%
COc1ccc(/C=C/C(=O)OCC(=O)Nc2ccc(C)cc2)cc1S(=O)(=O)N1CCOCC1
    -3%, -23%, -8%
Cn1c(=O)c2c(c3ccccc31)OC(C)(C)CC2
    -5%, -44%, -8%
COc1ccccc1N1CCN(c2ncnc3onc(-c4ccc(F)cc4)c23)CC1
    3%, 18µM*, u
O=S1(=O)N=C2CCCCCN2C(c2ccc(Cl)cc2)N1 (configuration not stated)
    -11%, 0%, -1%
CCn1c(NCc2ccc(OC)c(OC)c2)nc2ccccc21
    0%, 9.2µM*, u
CCOC(=O)CSc1nnc(CNC(=O)c2ccc(S(=O)(=O)N(C)C)cc2)n1C
    -1%, 1%, 4%
CCOc1ccc(C(=O)Nc2cccc(OCc3cc(=O)n4ccccc4n3)c2)cc1
    3%, 2%, 24%
CCc1cccc(CC)c1NC(=O)c1ccc(-n2cncn2)nc1
    1%, 15%, -6%
CCCCn1c(SCc2nc3ccccc3s2)nc2ccccc2c1=O
    15%, 8.2µM*, 21µM*
O=C(Cn1c(=O)oc2cc(S(=O)(=O)N3CCCCCC3)ccc21)Nc1ccc(F)cc1F
    -15%, u, u
CCCNC(=O)NC1C(NC(=O)NCCC)N(C)C(=O)N1C (configuration not stated)
    -16%, -19%, 13%
Cc1sc2ncnc(N3CCC(C(=O)Oc4cccc(Cl)c4Cl)CC3)c2c1C
    -10%, -26%, -16%
N#C/C(=C\c1ccc(OCc2ccccc2)cc1)C(=O)Nc1nc2c(s1)CCN(Cc1ccccc1)C2
    -30%, 21µM*, 23µM*
COc1ccc(NS(=O)(=O)c2ccc(N3CCOCC3)c(NC(=O)C(C)C)c2)cc1
    -8%, 18µM*, 16µM*
CC(C(=O)Nc1ccccn1)N1C(=O)C2C3C=CC(C3)C2C1=O (configuration not stated)
    -2%, 0%, -4%
Cc1ccc(-c2cc(C(=O)Nc3cccc(S(=O)(=O)N(C)C)c3)c3ccccc3n2)o1
    -17%, 16µM*, u
O=C(NC1CCCc2ccccc21)c1ccc([N+](=O)[O-])cc1 (configuration not stated)
    -5%, -20%, -29%
CC(=O)NC1C(=O)N=C(SCC(=O)NC(C)c2ccccc2)NC1=O (configuration not stated)
    6%, -8%, -5%
O=C(NCc1ccccc1)NC(=O)c1ccc(Cl)cc1
    x, 6%, -8%
O=C(CSc1ccccc1)Nc1nnc(C2CC2)s1
    -8%, 10%, -20%
O=C(CN1CCN(CC(=O)Nc2ccc(OCc3ccccc3)cc2)CC1)Nc1ccc(F)cc1
    x, u, u
COc1ccccc1-c1n[nH]c(=S)n1Cc1ccccc1
    -9%, -10%, -10%
CCCOc1ccc(CCc2n[nH]c(=S)n2-c2ccccc2)cc1
    -1%, 16µM*, u
Cc1cc(C)c2c(N)c(-c3nnc(SCc4ccc(Cl)cc4)n3C)sc2n1
    1%, u, -4%
Clc1cccc(-n2ncc3c(N4CCCCCC4)ncnc32)c1
    -8%, -14%, -22%
CCCCOc1ccc(-c2nn(-c3ccccc3)cc2C2NC(=O)NC(C)=C2C(=O)OCC)cc1 (configuration not stated)
    -13%, u, u
O=C(C(=O)N1CCN(c2ccccc2F)CC1)c1cn(CC(=O)N2CCOCC2)c2ccccc12
    -3%, u, u

Values run as follows: GCN5L2 inh, DT40 TDP1 no CPT, TDP1 cell CPT
Cc1ccc(S(=O)(=O)N(CC(=O)N2CCCCC2)c2cccc(C)c2)cc1
    -1%, u, u
O=C(NCCS(=O)(=O)N1CCC2(CC1)OCCO2)c1ccccc1
    1%, -12%, 23%
O=C1[C@H]2[C@@H]3CCN1CCC[C@@H]2C=C[C@@H]3c1ccc(Br)cc1
    x, 18µM*, u
COc1ccccc1C(=O)Nc1sc(Nc2ccccc2)nc1C(N)=O
    -4%, 6.5µM*, 12µM*
CCCCCCN(C(=O)CCl)c1ccccc1
    2%, 10µM*, 16µM*

Rewritten as comma-separated lines: four of the compounds above
structure,GCN5L2 inh,DT40 TDP1 no CPT,TDP1 cell CPT
Cc1ccc(S(=O)(=O)N(CC(=O)N2CCCCC2)c2cccc(C)c2)cc1,-1%,u,u
O=C(NCCS(=O)(=O)N1CCC2(CC1)OCCO2)c1ccccc1,1%,-12%,23%
CCCCCCN(C(=O)CCl)c1ccccc1,2%,10µM*,16µM*
COc1ccccc1C(=O)Nc1sc(Nc2ccccc2)nc1C(N)=O,-4%,6.5µM*,12µM*

The order is random; overall some 18% were active at least once.
